HePTP inh: inhibitors of human HePTP phosphatase | recombinant HePTP phosphatase activity, OD absorbance | P35236 | hit rate 0.64% among 110,000 | AID 521 | inhibition, % at 20 µM; in the data active = inhibition above about 50%;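 note: plate controls were vehicle for no effect and reference inhibitor for full effect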
Target sequence (P35236 whole entry, looked up): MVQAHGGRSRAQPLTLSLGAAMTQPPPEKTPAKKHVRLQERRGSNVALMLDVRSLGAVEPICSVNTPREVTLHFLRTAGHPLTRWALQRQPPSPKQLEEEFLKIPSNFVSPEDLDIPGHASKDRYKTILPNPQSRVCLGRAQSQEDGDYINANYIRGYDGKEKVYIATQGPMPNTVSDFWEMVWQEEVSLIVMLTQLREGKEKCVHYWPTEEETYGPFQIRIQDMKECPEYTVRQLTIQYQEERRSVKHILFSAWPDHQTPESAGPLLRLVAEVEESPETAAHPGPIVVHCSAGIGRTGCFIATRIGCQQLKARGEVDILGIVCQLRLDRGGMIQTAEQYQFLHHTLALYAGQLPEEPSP
BAP1 inh: blocks human BAP1 ubiquitin-AMC hydrolysis | recombinant BAP1, Ub-AMC hydrolysis fluorescence kinetic; active compounds read low | activity remaining (% of control), % at 20 µM | hit rate 0.48% among 72,000 | AID 436;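 active = activity remaining at or below 50% of control, provided the compound also passes the data quality filters; inactive = the rest, including low values that fail the filters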;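 note: 100% = DMSO wells rate and 0% = substrate alone blank rate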
Target sequence (Q92560 whole entry, looked up): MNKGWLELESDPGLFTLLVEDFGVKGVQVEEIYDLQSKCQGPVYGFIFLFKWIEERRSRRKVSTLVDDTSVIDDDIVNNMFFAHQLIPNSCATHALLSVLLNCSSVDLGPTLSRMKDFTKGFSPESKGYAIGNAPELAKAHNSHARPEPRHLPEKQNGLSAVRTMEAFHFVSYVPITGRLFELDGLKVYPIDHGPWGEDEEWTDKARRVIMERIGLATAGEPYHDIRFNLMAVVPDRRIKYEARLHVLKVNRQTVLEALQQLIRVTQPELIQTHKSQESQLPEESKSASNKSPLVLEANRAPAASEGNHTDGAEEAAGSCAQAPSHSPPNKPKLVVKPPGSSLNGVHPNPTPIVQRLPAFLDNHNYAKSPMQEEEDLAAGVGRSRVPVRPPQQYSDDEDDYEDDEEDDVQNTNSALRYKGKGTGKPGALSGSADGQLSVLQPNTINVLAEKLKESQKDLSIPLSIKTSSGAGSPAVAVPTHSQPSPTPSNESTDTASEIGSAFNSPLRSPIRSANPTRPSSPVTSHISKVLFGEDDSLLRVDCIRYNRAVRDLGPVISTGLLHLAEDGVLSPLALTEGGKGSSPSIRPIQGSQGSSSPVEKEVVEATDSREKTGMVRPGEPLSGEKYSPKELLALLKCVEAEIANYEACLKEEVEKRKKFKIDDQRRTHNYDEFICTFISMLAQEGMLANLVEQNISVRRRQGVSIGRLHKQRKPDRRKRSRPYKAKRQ
The depositor's hits bear a star; / = not tested or not shown; & = joins results of further samples. Not a hit list; about 0.95% have a hit in one of these screens.

SMILES | HePTP inh | BAP1 inh
COc1ccc2c(=O)c(-c3ccccc3C)c(C(F)(F)F)oc2c1 | / | 187
O=C(c1ccccc1F)N1CCN(S(=O)(=O)c2ccc3c(c2)OCCO3)CC1 | -5 | 87
CCOC(=O)c1sc(NC(=O)c2ccc(Cl)c(Cl)c2)nc1C | 16 | /
O=C(OCc1nc2ccccc2s1)C1CCN(C2=NS(=O)(=O)c3ccccc32)CC1 | 6 | /
COc1ccccc1C1NC(=O)NC(C)=C1C(=O)OCc1ccc(C)cc1 (stereo not given) | / | 80
CCOc1ccc2nc(NC(=O)C3CC(C)=CCC3C(=O)O)sc2c1 (stereo not given) | / | 160
O=S(=O)(NC1CC1)c1ccc(S(=O)(=O)N2CCCC(c3nc(-c4cccnc4)no3)C2)cc1 (stereo not given) | 5 | 98
CSc1cccc(NC(=O)Nc2ccc(Cl)cc2)c1 | 2 | /
O=C(O)c1cc(Cl)c2ccccc2c1O | 10 | 87
CCn1c(SCC(=O)Nc2ccc3c(c2)OCO3)nnc1-c1ccccc1O | 7 | 75
CCOc1ccccc1-c1cc(C(=O)O)c2ccccc2n1 | 3 | /
CCCCOc1ccc(NC(=O)Cn2c(=O)ccc3c(C)cc(C)nc32)cc1 | 15 | 115
CN(C)C/C(Cl)=C(\Cl)c1ccccc1 | 4 | 83
O=C(Nc1nnc(COc2ccc(Cl)cc2)s1)c1cccs1 | 3 | 69
O=C(CN1CCOCC1)NCC1COc2ccccc2O1 (stereo not given) | 4 | /
O=C(CSc1nnc(-c2ccc(Cl)cc2)n1Cc1ccco1)c1cccs1 | 8 | /
CC1=C(C(=O)OCCOC(C)C)C(c2cccc(O)c2)C2=C(CCCC2=O)N1 (stereo not given) | / | 139
c1ccc(CN2CCN(c3nc(-c4ccccn4)nc4ccccc34)CC2)cc1 | 11 | /
COC(=O)c1nnn(-c2nonc2N)c1CSc1nc2ccccc2s1 | 11 | 108
CCCCN(C)c1nc(-c2ccco2)c2c(c1C#N)CC(C)(C)OC2 | -1 | 62
CC(=O)c1ccc(N2CCN(C(=O)COc3ccc(F)cc3)CC2)c(F)c1 | -1 | 97
CC1CCCN(Cc2nc3c(c(=O)n(C)c(=O)n3C)n2CC(N)=O)C1 (stereo not given) | 5 | 100
O=C(O)CCC(=O)Nc1ccc(NC(=O)c2ccc(Cl)cc2Cl)c(Cl)c1 | -9 | /
CNC(=O)[C@H]1O[C@@H](n2cnc3c(N)ncnc32)C(O)[C@H]1O (stereo not given in full) | / | 88
O=C(Cn1ncn2c(cc3ccccc32)c1=O)NCc1ccco1 | 14 | /
Cc1cc(C)n(-c2nc3nonc3nc2Nc2cccc(C)c2C)n1 | 3 | /
Cc1nc2sccn2c(=O)c1CCN1CCC(=C(c2ccc(F)cc2)c2ccc(F)cc2)CC1 | 10 | 136&88
CCOCP(=O)(COCC)COCC | -3 | /
Cc1cccc2cc(CN(Cc3ccco3)C(c3nnnn3CCc3ccccc3)C(C)C)c(=O)[nH]c12 (stereo not given) | 1 | 56
Cc1ccc(N=Cc2ccc(O)c(O)c2)c(C)c1 | -18 | /
Cc1nc2scc(-c3cccs3)c2c(=O)n1-n1cccc1 | 14 | 74
COc1cc(C(=O)n2nc(C)c(Sc3ccccc3[N+](=O)[O-])c2C)cc(OC)c1OC | -10 | /
c1coc(-c2nnc(NC3=NCCC3)o2)c1 | 1 | 114
COc1ccc(/C(O)=C2/C(=O)C(=O)N(CCCN(C)C)C2c2cccc(Cl)c2)cc1OC (stereo not given) | 6 | 90
CN=C(Nc1cc(C)nn1CCC#N)c1ccccc1F | 14 | 101
Cc1nnc(NC(=O)c2cccc(C(=O)O)c2)s1 | 5 | 102

Whole records, quoted from the list. Values in the order: HePTP inh	BAP1 inh
CCOc1ccc2nc(NC(=O)C3CC(C)=CCC3C(=O)O)sc2c1 (stereo not given) reads /	160
COc1ccccc1C1NC(=O)NC(C)=C1C(=O)OCc1ccc(C)cc1 (stereo not given) reads /	80
Cc1nc2sccn2c(=O)c1CCN1CCC(=C(c2ccc(F)cc2)c2ccc(F)cc2)CC1 reads 10	136&88
O=C(CSc1nnc(-c2ccc(Cl)cc2)n1Cc1ccco1)c1cccs1 reads 8	/
CNC(=O)[C@H]1O[C@@H](n2cnc3c(N)ncnc32)C(O)[C@H]1O (stereo not given in full) reads /	88

Quoted from the listing.
HePTP inh result of Cc1cc(C)n(-c2nc3nonc3nc2Nc2cccc(C)c2C)n1 is entered as 3
HePTP inh result of Cc1ccc(N=Cc2ccc(O)c(O)c2)c(C)c1 is entered as -18
BAP1 inh result of CN=C(Nc1cc(C)nn1CCC#N)c1ccccc1F is entered as 101
BAP1 inh result of c1coc(-c2nnc(NC3=NCCC3)o2)c1 is entered as 114
HePTP inh result of Cc1nnc(NC(=O)c2cccc(C(=O)O)c2)s1 is entered as 5
HePTP inh result of Cc1cccc2cc(CN(Cc3ccco3)C(c3nnnn3CCc3ccccc3)C(C)C)c(=O)[nH]c12 (stereo not given) is entered as 1
HePTP inh result of Cc1nc2scc(-c3cccs3)c2c(=O)n1-n1cccc1 is entered as 14

More records:
SMILES | HePTP inh | BAP1 inh
O=S(=O)(NNc1ccccc1)c1ccc(Cl)cc1 | 10 | /
Oc1c(/C=N/c2ncn[nH]2)ccc2ccccc12 | 4&0 | 89
O=[N+]([O-])c1ccc(C=Nc2cccc(Cl)c2)cc1 | -6 | /
CNC(=O)CSc1nnc(-c2ccncc2)n1Cc1ccccc1 | 8 | 86
CCCC(=O)Nc1nc2c(OC)ccc(OC)c2s1 | 5 | 79
CCOC(=O)N1CCC(Nc2cccc(SC)c2)CC1 | -2 | 88
Cc1ccc2nc(NC3=NCN(CCc4ccccc4)CN3)nc(C)c2c1 | 4 | 85
CCN(CC(=O)Nc1ccc2c(c1)OCCO2)C(=O)C1CCCCC1 | 4 | /
O=C(c1cnn2c1NC(c1ccco1)CC2C(F)(F)F)N1CCN(c2cccc(Cl)c2)CC1 (stereo not given) | 3 | 96
COc1cccc(N2C(=O)/C(=C/C(C)=C/c3ccccc3)SC2=S)c1 | -17 | /
O=C(CCN1C(=O)C2C3C=CC(C3)C2C1=O)N1CC(=O)N(CCc2ccccc2)C(=O)C1 (stereo not given) | -11 | 98
COc1ccccc1NC(=O)CN1CCN(c2ccccc2F)CC1 | 2 | 90
Cc1ccccc1-c1nc(CS(=O)(=O)CC(=O)N2CCc3ccccc32)c(C)o1 | 12 | 91
COc1ccc(C2(CNC(=O)CCC(=O)O)CCCC2)cc1 | 5 | 80
Cc1nc2c(-c3ccccc3)c(C)nn2c(C(C)(C)C)c1C | -1 | /
COc1ccc(C(=O)N(CC(=O)NC(C)(C)C)c2ccc3c(c2)OCCO3)cc1OC | 2 | 94
N#CC1(c2nc3ccccc3[nH]2)CC1c1ccc2c(c1)OCO2 (stereo not given) | -5 | 90
Cc1sc(NC(=O)c2ccccc2C(=O)O)c(C#N)c1C | 2 | 104
COC(=O)c1cccc(NC(=O)COc2ccc(Br)cc2)c1 | 1 | /
COc1ccc(CN=CC2=C(O)CC(c3ccccc3)CC2=O)cc1 (stereo not given) | 11 | /
Cc1ccc(C(=O)N/C(=C/c2ccc(Br)cc2)c2nc3ccccc3[nH]2)cc1 | 0 | /
COc1ccc(Oc2coc3cc(OCC(=O)O)ccc3c2=O)cc1 | -5 | /
Cc1nn(CC(=O)O)c2ccccc12 | 6 | 107
COc1cc(C=C2C(=O)NC(=S)NC2=O)ccc1OC(C)C | 9 | /
COC(=O)c1c(NC(=O)CN2C(=O)c3ccccc3C2=O)sc2c1C(C(=O)OC)CC2 (stereo not given) | -10 | /
Cc1ccnc(NC(=S)NC(=O)/C=C/c2ccccc2)c1 | -11 | /
COCCN(CCOC)S(=O)(=O)c1ccc(C(=O)Nc2nnc(C3CC3)o2)cc1 | 5 | 108
c1cc(-c2nnc(-c3ccncc3)o2)ccn1 | 9 | 91
O=C(Nc1ccc([N+](=O)[O-])cc1)C(Sc1ccccc1)c1ccccc1 (stereo not given) | 3 | /
COc1ccc(-c2nnc(NC(=O)c3ccc(Cl)cc3)s2)cc1OC | 10 | /
CC(CCc1ccccc1)NC(=O)C1CCCN(c2nnc(-n3cccc3)s2)C1 (stereo not given) | 5 | 82
COc1ccc(C=NCCC2(O)CC(C)N(C)CC2C)cc1 (stereo not given) | 0 | 83
C=CCc1cc(/C=C2\C(=O)NC(=O)N(c3ccc(Cl)cc3)C2=O)cc(OC)c1O | 5 | /
COc1ccc(S(=O)(=O)Cc2ccc(C(=O)NCCc3ccc(S(N)(=O)=O)cc3)o2)cc1 | 8 | 90
COc1ccccc1-c1nnc(-c2sc3cc(Cl)ccc3c2Cl)o1 | 9 | /
COc1ccc(C(=O)N2CCN(C(=O)c3ccc([N+](=O)[O-])cc3)CC2)cc1OC | -6 | /
N#Cc1cc(Sc2ccccn2)c(Sc2ccccn2)cc1C#N | 0 | 79
N#Cc1ccccc1NC(=O)COC(=O)CSc1nc2ccccc2o1 | 14 | 110
CC(C)c1ccc(OCC(=O)Nc2ccc(F)cc2)cc1 | 8 | /
COc1ccc(NC(=O)c2ccco2)c([N+](=O)[O-])c1 | / | 172
CC(C)(C)NC(=O)Cn1c(=O)oc2cc(S(=O)(=O)N3CCc4ccccc43)ccc21 | 0 | 97
Cn1c(-c2ccc(F)cc2)cnc1SCC(=O)N1CCCCC1 | 0 | 107
O=C(NCC1CCCO1)c1ccc(C2SCC(=O)N2Cc2ccccc2)cc1 (stereo not given) | -3 | /
COc1ccc(CC(=O)N/N=C/c2ccc(-c3cc(Cl)ccc3C)o2)cc1 | 6 | /
CN1CCN(c2nc3ccccc3nc2C(C#N)C(=O)OC2CCCCC2)CC1 (stereo not given) | 13 | 79
O=C(CSc1nnc(-c2ccncc2)n1Cc1ccco1)c1ccc(Cl)cc1 | -7 | /
CSC1=NCCN1C(=O)c1c(-c2ccccc2Cl)noc1C | 8 | 94
COCCNC(=O)Cn1cc2c(n1)CCC(C)C2 (stereo not given) | 3 | 102
COc1ccc(Br)cc1CNC(=O)C1CCN(S(=O)(=O)N2CCCCC2)CC1 | -9 | 103
O=C1OCc2cc(NC(=O)C3CCCCC3)ccc21 | 3 | 92
COc1ccc(C(C(=O)NC2CCCC2)N(CCN(C)C)C(=O)c2snc(C(N)=O)c2N)cc1 (stereo not given) | -1 | 54
O=C(C1CCC(CNc2nc(=S)[nH]c3ccccc23)CC1)N1CCN(c2ccccn2)CC1 (stereo not given) | 2 | 65
C=CCSc1nnc(-c2ccncc2)n1-c1ccc(OCC)cc1 | 6 | 87
C=CCN(CC=C)S(=O)(=O)c1ccc2nsnc2c1 | 13 | 96
CCc1nc(NCC(C)C)c(C#N)c2c1COC(C)(C)C2 | 10 | 228
O=C1CC(c2ccccc2Br)c2c(ccc3ccccc23)N1 (stereo not given) | 5 | /
O=C(CN1C(=O)c2cccc3cccc1c23)N1CCN(c2ccccc2)CC1 | -1 | 93
Cc1cccc(Cn2c(SCCN3CCOCC3)nc3c2c(=O)n(C)c(=O)n3C)c1 | 6 | 70
COc1cc(CN2CCC(C(=O)NC3CCCC3)CC2)cc(Br)c1O | 8 | 97
N#Cc1c(N)nc2c(c1-c1cccc(O)c1)CCCCC2 | 0 | /

Carrying on:
SMILES | HePTP inh | BAP1 inh
CCOC(=O)c1nc2nc(-c3cccs3)cc(C(F)(F)F)n2n1 | 4 | /
CCCCS(=O)(=O)NC1=NCN(CCO)CN1 | 7 | 113
O=C(CSc1nnc(Cc2cc(=O)[nH]c(=O)[nH]2)n1-c1ccccc1)N1CCCc2ccccc21 | -4 | 99
N#C/C(=C/c1ccc([N+](=O)[O-])o1)C(=O)Nc1cccc(Br)c1 | 87* | /
O=C(Nc1ccccc1C(=O)N1CCN(Cc2ccccc2)CC1)c1ccccn1 | 4 | 95
CC(C)[C@@H]1NC(=O)N(c2ccc(Oc3ccccc3)cc2)C1=O | -4 | 89
COc1ccccc1C(=O)NC(C)c1nc2ccccc2[nH]1 (stereo not given) | 15 | /
O=C(/C=C/c1ccccc1)c1ccc([N+](=O)[O-])cc1 | 7 | /
CCCn1c(SCCC(=O)O)nc2c1c(=O)[nH]c(=O)n2C | / | 74
COc1nc(N/N=C/c2ccccc2F)nc(N2CCCCC2)n1 | 2 | /
CN(c1ccc(C(=O)Nc2ccccc2Br)cc1)S(=O)(=O)c1ccccc1 | 6 | /
CC(=O)Nc1cc(Oc2cccc(C)c2)cc([N+](=O)[O-])c1 | -14 | /
O=C(O)COc1ccccc1/C=N/NC(=O)Cc1ccc(Br)c2ccccc12 | 5 | /
Cc1ccccc1Cn1nc(C)c(NC(=O)c2cc3n(n2)C(C(F)F)CC(C(F)F)N3)c1C (stereo not given) | -7 | 87
O=C(CCN1CCN(C(=O)c2ccco2)CC1)Nc1ccc(F)cc1 | 6 | 102
O=C1C(=O)N(Cc2cccnc2)C(c2ccccn2)/C1=C(/O)c1ccc(F)cc1 (stereo not given) | -5 | 81
O=C(CCc1nc(-c2ccccc2F)no1)NCc1ccco1 | -2 | /
CCOc1cc(/C=C2/SC(=S)NC2=O)ccc1OC | -1 | /
CCCC(=O)n1c(=O)oc2cc(Cl)ccc21 | / | 83
CCOC(=O)c1cc2sc(C)cc2n1C(C)C(=O)OCC (stereo not given) | 15 | 97
Cc1cc(C)c2oc(-c3ccc(C)c(NC(=O)c4cccc(Cl)c4Cl)c3)nc2c1 | -11 | /
CCOC(=O)N1CCN(C(=O)Cn2nc(-c3ccc(Cl)cc3)ccc2=O)CC1 | -6 | 82
O=C(NCN1CCN(c2ccccc2F)CC1)c1ccccc1 | -8 | 95
CCC(=O)Nc1ccc(C)cc1C | / | 63
CCCCNC(=O)c1cc2c(=O)n3cccc(C)c3nc2n(CCN2CCOCC2)c1=N | -8 | 174
CC1CCC(N2CCN(C3CCN(Cc4ccccc4)CC3)CC2)CC1 (stereo not given) | 1 | /
CCOC(=O)c1cc(-c2ccc(O)cc2)nc2ccccc12 | -5 | /
Cc1nc(NS(=O)(=O)c2ccccc2)sc1NC(=O)OCCN(C)C | 8 | 112
